Assay outcomes (PubChem)
Growth percent in the NCI-60 one-dose screen (48 h, 10 µM unless noted): 100 = growth as untreated, 0 = no growth, -100 = all killed.
NCI-H23 = NCI-H23 lung cancer | 4% of 80,000 active | AID 1794731
SF-295 = SF-295 CNS cancer cells. 5.6% of 79,000 active
U251 = U251 CNS tumor cells | 5.4% of 80,000 active | AID 1794753
SF-539 = SF-539 CNS cancer; AID 1794752; 6.8% of 81,000 active
SF-268 = SF-268 CNS cancer cells | AID 1794759 | 3.1% of 82,000 active
A498 = A498 renal cancer cells. 5.4% of 76,000 active. AID 1794774
SNB-75 = SNB-75 CNS cancer; 5% of 79,000 active; AID 1794750
SNB-19 = SNB-19 CNS cancer cells. 2.5% of 81,000 active. AID 1794751
CAKI-1 = CAKI-1 renal cancer. 4.7% of 75,000 active. AID 1794772
Numbers without * were called inactive; · = not tested or not shown; & = joins results of further samples; [ ] = dose if it differs, or a comment. The calls were made as follows: active = growth percent below 10; inactive = the rest.

Molecule,NCI-H23,SF-295,U251,SF-539,SF-268,A498,SNB-75,SNB-19,CAKI-1
O=C(N=Nc1c(O)n(Cc2ccc(F)cc2)c2ccccc12)Nc1ccc(Cl)cc1,95,106,98,93,105,105,97,103,100
CN1CCN=C1c1ccc(NC(=O)c2ccc(C(=O)Nc3ccc(C4=NCCN4C)cc3)cc2)cc1,90,93,94,94,111,117,91,92,·
Nc1nn(-c2ccc(Br)cc2)c2cccc[n+]12,98,98,·,95,104,·,77,96,96
COc1cc(-c2nc(/C=C3/C(=O)Nc4ccccc43)c3ccccn23)cc(OC)c1OC,48,92,92,84,47,111,106,91,58
COC1OC2COC(c3ccccc3)OC2C(O)C1O (stereo not given),98,96,99,92,104,75,89,106,98
CSc1nc2nc3c(c(-c4ccc(Cl)cc4)c2c(=O)[nH]1)CN(C)C/C3=C\c1ccc(Cl)cc1,99,101,103,109,99,82,111,96,118
CNS(=O)(=O)N1CCc2c(Br)c3c(c(OC)c2C1CCc1ccccc1)OCO3 (stereo not given),-20*,-75*,-64*,-86*,-12*,-70*,-38*,4.4*,5.4*
COc1ccc(Nc2cc(=S)nc(N)[nH]2)cc1,100,110,99,107,117,101,89,87,110
CC(=O)NCCCS(=O)(=O)O,101,95,102,99,111,93,99,103,89
CCCCc1nc(Cl)c(C2CC(C3C(=O)N(C)C(=O)N(C)C3=O)=NN2c2ccccc2)[nH]1 (stereo not given),105,109,104,113,102,99,86,106,84
N#CC(C#N)N=Nc1cccnc1,96,106,104,104,98,93,86,104,86
CC(=O)O[C@]1(C(C)=O)CCC2C3C[C@H](C)C4=CC(=O)CC[C@]4(C)C3CC[C@@]21C (stereo not given in full),96,96,104,94,108,103,96,96,74
COc1ccc2cc(-c3ccnc4[nH]c(=O)[nH]c(=O)c34)ccc2c1,110,91,91,107,97,61,104,89,97
C/C(=N\NC(=S)N/N=C(\C)c1ccccc1)c1ccccc1,100,52,78,95,80,79,106,84,93
Cc1ncc(N)c(CO)c1N,97,101,104,98,101,85,106,103,·
CC(=O)Nc1ccc(S(=O)(=O)Nc2ccc(-c3ccc4c(c3)NC(=O)/C4=C\c3ccc[nH]3)cc2)cc1,42,95,89,84,112,139,108,73,77
c1cc(OCCN2CCCC2)ccc1CNc1ccc2nc(CCC3CCCCC3)[nH]c2c1,82,-30*,4.3*,-72*,58,34,64,69,4.7*
CC(=O)C1=C(O)C2(O)C(=O)c3c(c(C)c4ccc(C)c(O)c4c3O)CC2C(N)C1=O (stereo not given),88,99,105,93,107,95,18,101,114
CC(=O)OC[C@]12CC[C@H]3[C@@H](C[C@H]4O[C@]45CC=CC(=O)[C@]35C)[C@]1(O)CC[C@@]2(O)[C@@](C)(O)C1CC(C)=C(C)C(=O)O1 (stereo not given in full),-33*,-12*,-15*,-43*,-49*,-76*,·,5.9*,-64*
CCN1CCN(c2ccc3c4c(cccc24)C(=O)N(NCC(O)COc2ccc4c(C)cc(=O)oc4c2)C3=O)CC1 (stereo not given),98,102,97,79,89,108,84,91,88
O=Cc1ccc(F)cc1,105,·,101,101,109,103,90,103,88
CC(C(=O)c1cccs1)C(=O)C(F)(F)F (stereo not given),107,104,107,104,91,108,93,101,96
CC(=O)OC(OC(C)=O)c1ccc([N+](=O)[O-])cc1,97,97,98,98,102,72,98,97,·
CCO/C=N/C1=C(C#N)C(c2ccc(F)cc2)c2sc3c(CC)cccc3c2O1 (stereo not given),28,-6.9*,21,-13*,48,-3.5*,3.7*,21,36
Cc1cc2c(s1)CCCC1CC(=O)N(CN3CCN(c4ccccc4)CC3)N=C21 (stereo not given),105,108,104,95,111,114,90,98,105
CC1CNC(=S)SSC(=S)N1 (stereo not given),95,·,98,110,98,·,77,97,108
C=CCn1c(-c2nc3ccc(C(=C(C#N)C#N)c4ccccc4)cc3[nH]2)cc2cc(Br)ccc21,47,43,52,65,63,88,89,71,49
CC12CCCC(=O)N1c1ccccc1-c1nnnn12 (stereo not given),88,100,100,99,97,102,74,99,82
CCN(CC)CCN(C(=O)CCc1ccccc1)C1CCCCC1,95,102,96,110,95,·,82,102,94
CC(CN=Cc1ccccc1O)N=Cc1ccccc1O (stereo not given),102&101,112,104&97,88&95,91&108,105&121,82&104,101&96,99&94
CCCCCCn1c(-c2ccc(C(=O)O/N=C(\N)c3ccc4c(c3)OCO4)cc2)nc(-c2ccccc2)c1-c1ccccc1,-31*,31,8.2*,-30*,41,37,-6.9*,55,-21*
CC1=C(C(=O)OC(C)C)C(c2ccc(O)cc2)NC(=O)N1 (stereo not given),101,105,103,101,115,113,115,95,95
Cc1ccc(C2=Nn3c(nnc3-c3cc(Cl)cc(Cl)c3Cl)SC2)cc1C(N)=O,86,92,84,88,99,94,86,91,75
CCCCCCCCCCCC[S+](C)CC(=O)[O-] (stereo not given),26,39,44,54,31,95,30,·,39
O=C1C=C(c2ccccc2)C(O)(c2ccccc2)C1 (stereo not given),99,94,106,104,103,105,78,135,90
CCOC(=O)c1c(C)oc2ncnc(Nc3cccc(F)c3)c12,98,95,106,99,102,76,107,94,92
O=C(OCCO)c1ccc(O)c(O)c1,110,97,88,88,87,110,78,99,92
COc1ccc(-c2nc(Nc3nc4ccccc4o3)nc3c2C(=O)CC(C)(C)C3)cc1,97,·,100,101,100,67,70,99,86
N#Cc1ccc(/C=N/N=C2\C(=O)Nc3ccc(Br)cc32)cc1,94,104,100,97,97,95,92,97,·
O=C(NNC(=O)c1cccc2ccccc12)c1ccc(Cl)cc1,104,107,96,108,104,91,113,108,95
O=C1c2ccccc2C(=O)c2cc(S(=O)(=O)O)ccc21,105,112,111,101,98,94,101,98,96
O=C(O)COc1cc(F)c(Cl)cc1Cl,93,99,108,101,100,91,108,96,88
COc1cc(C2CC(=O)Nc3ncn(-c4ccc(F)cc4)c32)cc(OC)c1O (stereo not given),107,104,96,101,126,98,91,107,99
N#CC1=C(c2ccc(Cl)cc2)Nc2c(c(-c3ccc(Cl)cc3)nn2-c2ccccc2)C12C(=O)Nc1ccccc12 (stereo not given),58,47,38,61,62,34,43,38,61
CC(C)(C)CC(C)(C)c1ccc(OCCOCC[N+](C)(C)Cc2ccccc2)cc1,2.2*,42,-88*,-65*,-54*,18,-26*,-89*,97
Cc1c(C(=O)OCCO)cc(-c2ccc(Cl)cc2)n1-c1cccc(CO)c1,93,100,95,99,97,93,75,89,94
N#Cc1c(-c2ccc(Cl)cc2)nc(SCC(=O)Nc2nc(-c3ccc(Cl)cc3)cs2)[nH]c1=O,83,99,98,95,96,84,92,99,97
CSc1nc(N)nc(N)c1N,108,·,101,102,119,68,79,104,110
COc1ccc(-c2nnc3ccc(N/N=C/c4ccc(O)cc4)nn23)cc1,33,44,68,36,36,92,54,68,21
COC(=O)c1ccc2oc(NC(=O)c3ccc(N4CCN(C)CC4)c([N+](=O)[O-])c3)nc2c1,66,41,27,60,53,87,73,45,52
CCCCCCCCCCCCCCCc1cc(OC2OC(COC(C)=O)C(OC(C)=O)C(OC(C)=O)C2OC(C)=O)ccc1[N+](=O)[O-] (stereo not given),80,45,70,59,66,75,82,92,83
NNC(=O)c1ccc(Nc2ncnc3c2cnn3-c2cccc(F)c2)cc1,102,102,101,98,95,112,86,98,91
S=C(N/N=C/c1ccc2ccc3cccc4ccc1c2c34)NC12CC3CC(CC(C3)C1)C2,107,102,99,111,122,92,93,108,123
Cc1oc2ccccc2[n+]1CC(=O)c1ccccc1,85,92,90,100,87,92,74,108,·
Cc1ccc2nc(NC(=O)CSc3nc(Nc4ccc([N+](=O)[O-])cc4)c(C#N)c(-c4ccccc4)n3)sc2c1,100,96,93,93,94,116,86,94,88
COc1ccc(-c2nc(-c3ccccc3)c(-c3ccccc3)[nH]2)cc1OC1CCCC1,73,53,39,63,74,-9.4*,70,66,71
CCCCCCCCc1ccc(CCC(N)(CO)CO)cc1,69,68,-85*,17,20,90,58,52,16
CC(C)NC(=O)OCc1cn2c(c1COC(=O)NC(C)C)CCC2,100,95,102,93,103,98,94,·,88
CC(C)(C)Nc1c(-c2ccccc2O)nc2ncccn12,97,111,101,103,100,94,·,106,89
O=C(CCc1nnc(COc2ccccc2)o1)c1nc2ccccc2[nH]1,95,96,97,99,103,105,96,93,93

Further entries follow:
Molecule,NCI-H23,SF-295,U251,SF-539,SF-268,A498,SNB-75,SNB-19,CAKI-1
CC(=O)CSc1nc2ccccc2s1,105,99,103,89,108,·,88,107,98
CCc1c(C)c2cc3[nH]c(N)nc3c(C)c2oc1=O,96,102,105,96,94,99,93,105,·
CCOC(=O)C(c1ccc(N(CC)CC)cc1)c1ccc(N(CC)CC)cc1,93,100,91,·,98,99,88,95,95
COC(=O)C[Se]C(=O)Cc1c(C)n(C(=O)c2ccc(Cl)cc2)c2ccc(OC)cc12,12,9.9*,46,40,41,71,74,32,·
Nc1c(C(=O)Nc2ccc(Br)cc2)sc2nc3c(cc12)C(=O)CCC3,105,108,101,100,111,86,104,102,84
COc1cc([C@@H]2c3cc4c(cc3[C@H](SC(=N)N)[C@H]3COC(=O)[C@H]23)OCO4)cc(OC)c1OC,14,-20*,23,-23*,30,48,30,37,5.1*
Cc1cc(-c2ccccc2)n(N)c(=S)n1,101,99,100,94,100,95,98,100,95
COc1cc(C(=O)NCCc2ccc3c(c2)OCO3)cc(OC)c1OC,130,103,97,101,114,118,85,100,114
CCCCN1C=C/C(=C\C(=O)n2ccc3ccccc32)c2ccccc21,79,95,95,97,102,98,90,99,70
CC(CO)N(C)C (stereo not given),103,100,99,103,101,97,92,104,101
COc1ccc(-c2cc(NC(=O)Nc3nccs3)no2)cc1,100,100,103,108,101,74,94,100,93
CCOC(=O)c1c(C)nc2c(c1N)CC(=O)N2CCc1ccc(OC)c(OC)c1,89,92,97,74,92,94,93,100,94
Cc1oc2nc[nH]c(=O)c2c1C(=O)/C=C/c1ccc(Cl)cc1Cl,90,104,85,93,95,94,45,84,46
CN(C)c1ccc(-c2ccc3c(c2)c(-c2ccccc2)nc(=O)n3C)cn1,71,31,30,14,46,26,28,34,35
C[C@H](N[C@@H](CCc1ccccc1)C(=O)O)C(=O)N1Cc2ccccc2C[C@H]1C(=O)O,99,104,98,122,109,80,113,112,96
CCOC(=O)C(Cl)C(Cl)C(=O)OCC (stereo not given),108,114,110,112,100,94,91,103,102
COc1ccc(Cl)cc1Nc1nc(-c2c(C)nc3ncccn23)cs1,88,70,104,72,98,81,58,97,82
CCOC(=O)c1c2c(c(C)n1Cc1ccccc1)-c1[nH]c(=O)ncc1CC2,101,225,107,100,111,103,101,110,·
Cc1ccc(-c2cc(-c3cccc(Nc4ccnc5cc(Cl)ccc45)c3)nc3nc(N)[nH]c(=O)c23)cc1,100,102,89,97,91,109,77,85,95
C=C1C(=O)O[C@@H]2C[C@@H](C)C(=O)C/C=C(\C)CC[C@@H]12,105[2 µM],107[2 µM],104[2 µM],108[2 µM],103[2 µM],95[2 µM],92[2 µM],104[2 µM],113[2 µM]
N#Cc1ccc(-c2ccc3c(c2)NC(=O)/C3=C\c2ccc[nH]2)cc1,36,96,103,101,97,·,57,99,82
Nc1nc(-c2cnccn2)nn1-c1nc2ccccc2s1,95,103,94,101,99,118,96,98,97
CN1CCC(OC(c2ccccc2)c2ccccc2)C1 (stereo not given),99,102,113,105,96,118,98,116,·
CC(C)c1cc(CN2C(C)COCC2C)cc(C(C)C)c1O (stereo not given),102,125,104,108,104,125,93,99,103
CC(=NNc1ncnc2ccccc12)c1ccc(S(C)(=O)=O)cc1,·,97,117,98,108,·,103,98,89
CSc1ccc(N=Cc2ccccc2O)cc1,·,94,·,88,85,77,90,97,86
CN(C)c1ccc(CSc2ccc(Cl)cc2)cc1,101,93,81,85,73,81,89,99,92

Seven entries drawn at random from those above:
Molecule,NCI-H23,SF-295,U251,SF-539,SF-268,A498,SNB-75,SNB-19,CAKI-1
CSc1ccc(N=Cc2ccccc2O)cc1,·,94,·,88,85,77,90,97,86
Nc1nc(-c2cnccn2)nn1-c1nc2ccccc2s1,95,103,94,101,99,118,96,98,97
N#Cc1ccc(-c2ccc3c(c2)NC(=O)/C3=C\c2ccc[nH]2)cc1,36,96,103,101,97,·,57,99,82
CN1CCC(OC(c2ccccc2)c2ccccc2)C1 (stereo not given),99,102,113,105,96,118,98,116,·
CC(=NNc1ncnc2ccccc12)c1ccc(S(C)(=O)=O)cc1,·,97,117,98,108,·,103,98,89
CN(C)c1ccc(CSc2ccc(Cl)cc2)cc1,101,93,81,85,73,81,89,99,92
CC(C)c1cc(CN2C(C)COCC2C)cc(C(C)C)c1O (stereo not given),102,125,104,108,104,125,93,99,103

At a glance, part of the list above:
Molecule,NCI-H23,SF-295,U251,SF-539,SF-268,A498,SNB-75,SNB-19,CAKI-1
CSc1ccc(N=Cc2ccccc2O)cc1,·,94,·,88,85,77,90,97,86
CN(C)c1ccc(CSc2ccc(Cl)cc2)cc1,101,93,81,85,73,81,89,99,92
